CHT inh – inhibitors of human choline transporter CHT; Q9GZV3; B-score at 10 µM; 310,000 compounds, 0.86% hits; CHT-expressing cells, membrane potential dye, choline response; stronger effect = lower value;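 active = B-score over 3 SD under the library average, and starting fluorescence ratio not unusually high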;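 also: choline stimulus applied at its EC90 after an EC20 pre-addition; B-score computed on integrated fluorescence ratio after choline addition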
KCNQ2 block – KCNQ2 potassium channel inhibitors, primary screen, cell-based, CHO-K1, FluxOR thallium flux, B-score (AID 2156); B-score at 10 µM; 20 min; stronger effect = lower value; 310,000 compounds, 1.1% hits;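 active = fluorescence ratio B-score at most minus 3 library SDs, with starting brightness B-score within 2 library SDs, cut at about -5.5 in these data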
Target sequence (O88943 whole entry, looked up): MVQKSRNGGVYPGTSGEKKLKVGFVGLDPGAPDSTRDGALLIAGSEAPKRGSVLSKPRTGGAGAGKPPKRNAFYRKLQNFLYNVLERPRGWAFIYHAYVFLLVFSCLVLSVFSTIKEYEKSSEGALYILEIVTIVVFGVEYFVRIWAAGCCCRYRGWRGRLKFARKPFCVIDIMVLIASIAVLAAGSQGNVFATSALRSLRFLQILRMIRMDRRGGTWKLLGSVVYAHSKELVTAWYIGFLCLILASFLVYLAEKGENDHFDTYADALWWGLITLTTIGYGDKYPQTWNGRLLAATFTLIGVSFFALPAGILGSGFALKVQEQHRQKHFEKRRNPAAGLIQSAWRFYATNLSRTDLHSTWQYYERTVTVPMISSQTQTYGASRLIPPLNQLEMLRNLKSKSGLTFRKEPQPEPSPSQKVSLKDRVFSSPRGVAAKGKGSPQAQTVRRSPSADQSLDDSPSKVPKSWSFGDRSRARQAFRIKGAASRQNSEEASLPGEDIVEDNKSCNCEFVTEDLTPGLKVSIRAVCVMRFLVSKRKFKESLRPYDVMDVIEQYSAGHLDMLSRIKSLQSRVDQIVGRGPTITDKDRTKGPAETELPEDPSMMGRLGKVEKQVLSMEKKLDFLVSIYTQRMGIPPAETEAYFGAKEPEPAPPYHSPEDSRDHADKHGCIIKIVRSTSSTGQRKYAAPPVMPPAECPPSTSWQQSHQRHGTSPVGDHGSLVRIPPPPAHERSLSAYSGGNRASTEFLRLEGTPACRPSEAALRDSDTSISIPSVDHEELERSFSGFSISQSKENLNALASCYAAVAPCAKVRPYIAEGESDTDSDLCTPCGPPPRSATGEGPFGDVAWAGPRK
Active calls of the source: *; i = inactive; · = not tested or not shown.

SMILES | CHT inh | KCNQ2 block
O=C(CSc1nnc(-c2ccco2)n1Cc1ccccc1)c1ccc(F)cc1 | i | i
Cc1ccc(-c2nnc(SCC(=O)CC(=O)Nc3ccccc3)n2-c2ccccc2)cc1 | i | i
CCOC(=O)C1CCN(C(=O)c2cc3cc(C)ccc3[nH]2)CC1 | i | i
O=C(CSc1cccc[n+]1[O-])Nc1cc([N+](=O)[O-])ccc1Cl | i | i
O=C(Nc1cccc(F)c1)c1cc(S(=O)(=O)NCCC2=CCCCC2)ccc1F | i | i
COC(=O)/C=C1\S/C(=N/N=C/c2ccco2)NC1=O | i | i
COc1ccc(-c2ccc(CCC(=O)O)n2C(C)C)cc1 | i | i
CC(C)N(Cc1ccc(F)cc1)C(=O)c1cc2ccccc2oc1=O | i | i
N#Cc1nc(COc2ccccc2F)oc1NCCCn1ccnc1 | i | i
Cn1ncc(Cl)c1C(=O)N1CCN(c2ccc(Cl)c(Cl)c2)CC1 | i | i
N=c1c(S(=O)(=O)c2ccc(Br)cc2)cc2c(=O)n3ccccc3nc2n1C1CCCC1 | i | i
COc1ccc(C(=O)Nc2ccc(N3CCN(C(=O)C(C)C)CC3)cc2)cc1[N+](=O)[O-] | i | i
O=C(Oc1cccc(NC(=O)c2ccco2)c1)c1cccc(S(=O)(=O)N2CCCCC2)c1 | i | i
O=C(COC(=O)C1CCN(S(=O)(=O)c2cccs2)CC1)Nc1ccccc1Br | i | i
COc1ccc(OC)c(N2C(=O)CC(C(C)c3ccccc3)C2=O)c1 (stereo unspecified) | i | i
COC(=O)C(C)N(C#N)c1nc(NC(C)C)nc(SC)n1 (stereo unspecified) | i | i
Cn1c(N)c(C(=O)COC(=O)[C@H](Cc2ccccc2)N2C(=O)c3ccccc3C2=O)c(=O)n(C)c1=O | i | i
CC(=O)N1CCOCCOCCOCC1 | i | i
C=CCn1cc(C(=O)NCc2ccc(Cl)cc2)c(=O)c2cc(S(=O)(=O)N(CC)CC)ccc21 | i | i
Cc1ccc(-c2nn(-c3ccccc3)cc2/C=N/O)cc1 | i | i
CCCCn1c(N)c(N(CC(C)C)C(=O)c2ccc(OCC3CCCO3)cc2)c(=O)[nH]c1=O (stereo unspecified) | i | i
COc1ccc2[nH]c3c(=O)n(CCCCC(=O)N4CCC(C(N)=O)CC4)c(=S)[nH]c3c2c1 | i | i
CCOC(=O)c1sc(NC(=O)c2cc(-c3ccccc3)nc3ccccc23)c(C#N)c1C | i | i
CS(=O)(=O)c1ccccc1C(=O)Nc1ccc2sccc2c1 | i | i
CCCNC(=O)COC(=O)CCC(=O)c1ccc(F)cc1 | i | i
CCOC(=O)C1CCN(C(=O)COC(=O)COc2ccc(Cl)cc2)CC1 | i | i
O=C(c1ccncc1)N1CCN(S(=O)(=O)c2ccc3ccccc3c2)CC1 | i | i
COc1ccc(C(=O)CSc2nnc(C(CO)NC(=O)c3ccc(OC)cc3)n2C)cc1 (stereo unspecified) | i | i
COc1ccc2cc(C3C(C#N)=C(N)OC(C)=C3C(C)=O)c(Cl)nc2c1 (stereo unspecified) | i | i
COc1ccc(N2CCN(C(=O)CN(Cc3ccc(Cl)cc3)S(C)(=O)=O)CC2)cc1 | i | i
COc1ccc(S(=O)(=O)N[C@@H](Cc2ccc(Cl)cc2)C(=O)N2CC[C@@]3(O)CCCC[C@H]3C2)cc1 | i | i
Cc1ccc(NC(=O)C(C)[n+]2ccccc2)cc1[N+](=O)[O-] (stereo unspecified) | i | i
Cn1nc(C(=O)Nc2cccc(Cl)c2)cc1C(=O)Nc1cccc(Cl)c1 | i | i
O=S(=O)(NCCc1cn2ccccc2n1)c1ccc(-c2ccccc2)cc1 | i | i
c1ccc2c(c1)ccc1nnc(-c3ccc4c(c3)OCO4)n12 | i | i
O=C(COC(=O)c1ccccc1)Nc1ccccc1Sc1ccccc1 | i | i
O=C(NC1CCCCC1)c1ccc(S(=O)(=O)N2CCOCC2)cc1 | i | i
O=C(CN1CCCc2ccccc21)N1CCc2ccccc21 | i | i
Cc1onc(-c2ccccc2Cl)c1C(=O)Nc1nnc(-c2ccc(Br)cc2)s1 | i | i
Cc1cc(=O)n2[nH]c(-c3ccc(C(C)(C)C)cc3)cc2n1 | i | i
CC1CCC(C(C)C)C(=O)/C1=C/c1ccc(N)cc1 (stereo unspecified) | i | i
Brc1ccc(-c2n(-c3ccccn3)c3ccccc3[n+]2-c2ccccn2)cc1 | i | i
Cc1cc(NC(=O)/C=C/c2cccc(F)c2)n(-c2nc3ccccc3[nH]2)n1 | i | i
O=C(OCc1cccc([N+](=O)[O-])c1)c1cc2ccccc2oc1=O | i | i
COc1ccc(OCCSc2n[nH]c(N)n2)cc1 | i | i
O=C(NNC(=S)NCc1ccccc1)c1cccnc1 | i | i
CCCc1cc(=O)oc2cc(OCC(=O)N3CCC(C(N)=O)CC3)ccc12 | i | i
O=C(CCN1CCN(c2ccccc2)CC1)Nc1ccc(Cl)cc1 | i | i
CC(C)(C)c1nnc(N/N=C/c2cc(Br)ccc2O)n(N)c1=O | i | i
O=C(NCc1ccccn1)C1CCC(CNS(=O)(=O)c2cccc3nsnc23)CC1 (stereo unspecified) | i | i
CCN(CC)C(=O)Cn1cc(S(=O)(=O)CC(=O)N2CCOCC2)c2ccccc21 | i | i
Cc1ccc(NNC(=O)c2snnc2C)cc1Cl | i | i
Cc1[nH]c2ccccc2c1SCCNC(=O)c1ccc(S(=O)(=O)N2CCCC2)cc1 | i | i
COc1cc(O)c(C(CC(=O)N2CCOCC2)c2cc(OC)c(OC)c(OC)c2)c(OC)c1 (stereo unspecified) | · | i
COc1cccc(NC(=O)c2ncc(Cl)c(Cl)c2Cl)c1 | i | i
CCN1CCN(c2nnc(-c3ccc(C)cc3)c3ccccc23)CC1 | i | i
COc1ccc(NC(=O)c2nc[nH]c2C(=O)NCC(=O)OC(C)(C)C)cc1 | i | i
C1CCc2c(nc3nnnn3c2N2CCOCC2)C1 | i | i
Cc1cc(OCC(=O)NCCCN(C)C)cc(C)c1Br | i | i
O=C(Cn1cnnn1)NC1CCCN(Cc2ccccc2F)C1 (stereo unspecified) | i | i

More results.
SMILES | CHT inh | KCNQ2 block
COc1cc(/C=N/NC(=O)/C(=C\c2ccc3c(c2)OCO3)NC(=O)c2ccccc2)ccc1O | i | i
Cn1nc(C(F)(F)F)c(C(=O)Nc2ccc(F)cc2F)c1Sc1cccc(C(F)(F)F)c1 | i | i
CC(C)(C)NC(=O)COC(=O)c1cc(Cl)ccc1[N+](=O)[O-] | i | i
CC(C)NCCCCOc1ccccc1-c1ccccc1 | i | i
CCOc1ccc(-c2nnc(-c3cccs3)o2)cc1OCC | i | i
CCOC(=O)C1=C(CSc2nc3ccccc3s2)NC(=O)NC1c1cccc([N+](=O)[O-])c1 (stereo unspecified) | i | i
Nc1nc(Br)c2c(F)cccc2c1-c1ccc(F)cc1 | i | i
C#CCN(CC=C)C(=O)C1CCC(=O)N(CCCc2ccccc2)C1 (stereo unspecified) | i | i
S=C(NCCc1ccccc1)Nc1cnc2ccccc2c1 | i | i
CCc1ccccc1Nc1nc(N)nc(CSCC(=O)Nc2ccc(C)c(C)c2)n1 | i | i
CC(C)CCNC(=O)c1onc(CSc2ccc(F)cc2)c1C(=O)NCCC(C)C | i | i
CCOc1ccccc1OCC(=O)Nc1nnc(COC)s1 | i | i

Structural class, those above containing fluorine.
SMILES | CHT inh | KCNQ2 block
O=C(CSc1nnc(-c2ccco2)n1Cc1ccccc1)c1ccc(F)cc1 | i | i
O=C(Nc1cccc(F)c1)c1cc(S(=O)(=O)NCCC2=CCCCC2)ccc1F | i | i
CC(C)N(Cc1ccc(F)cc1)C(=O)c1cc2ccccc2oc1=O | i | i
N#Cc1nc(COc2ccccc2F)oc1NCCCn1ccnc1 | i | i
CCCNC(=O)COC(=O)CCC(=O)c1ccc(F)cc1 | i | i
Cc1cc(NC(=O)/C=C/c2cccc(F)c2)n(-c2nc3ccccc3[nH]2)n1 | i | i
O=C(Cn1cnnn1)NC1CCCN(Cc2ccccc2F)C1 (stereo unspecified) | i | i
Cn1nc(C(F)(F)F)c(C(=O)Nc2ccc(F)cc2F)c1Sc1cccc(C(F)(F)F)c1 | i | i
Nc1nc(Br)c2c(F)cccc2c1-c1ccc(F)cc1 | i | i
CC(C)CCNC(=O)c1onc(CSc2ccc(F)cc2)c1C(=O)NCCC(C)C | i | i

Carrying on.
SMILES | CHT inh | KCNQ2 block
O=C(CSc1nnnn1-c1ccccc1)NC(=O)NCc1ccco1 | i | i
O=C(CCN1C(=O)S/C(=C/c2ccccc2)C1=O)Nc1ccc(C(=O)O)c(O)c1 | i | i
CCCCN(CC)S(=O)(=O)c1ccc2c(c1)CCCN2C(C)=O | i | i
Cc1cc(C)c2c(C)c(C(=O)NCc3ccc(S(N)(=O)=O)cc3)oc2c1 | i | i
CCOc1ccc2[nH]c(=O)c(CN(Cc3ccco3)C(CC)c3nnnn3Cc3ccccc3)cc2c1 (stereo unspecified) | i | i
CC(NCc1ccccc1Cl)C(=O)Nc1ccc(C#N)cc1 (stereo unspecified) | i | i
CC1CN(C(=O)CCC(=O)N2CCOCC2)c2ccccc2O1 (stereo unspecified) | i | i
CCOc1cccc(/C=N/N=C/c2cccc(OCC)c2O)c1O | · | i
COc1ccc(Cn2c(CCCO)nc3ccccc32)cc1OC | i | ·
Nc1nnc(SCCCC(=O)c2ccc(F)cc2)s1 | i | i
CCCS(=O)(=O)C(=C1Nc2ccccc2N1)S(=O)(=O)CCC | i | i
NS(=O)(=O)c1ccc(NC(=O)/C(=C/c2ccncc2)NC(=O)c2ccccc2)cc1 | i | i
COc1ccccc1NC(=O)COC(=O)CC(C)(C)CC1=NS(=O)(=O)c2ccccc2N1 | i | i
Cc1ccc2nc3c(cc(C(=O)NCCCn4ccnc4)n3C)c(=O)n2c1 | i | i
OC(COc1ccc2cc(Br)ccc2c1)CN1CCCC1 (stereo unspecified) | i | i
CCCCNC(=O)Nc1ccccn1 | i | i
COc1ccc(C(=O)c2oc3ccc(OC)cc3c2N)cc1 | i | i
O=C(CCc1nc(-c2ccccc2Cl)no1)NCc1ccco1 | i | i
CCCc1[nH]nc2c1C(c1ccc(OC)cc1OC)C(C#N)=C(N)O2 (stereo unspecified) | i | i
CC(=O)Nc1ccc(S(=O)(=O)NCC2CCC(C(=O)N3CCN(c4ccccn4)CC3)CC2)cc1 (stereo unspecified) | i | i
Cc1cccc(CC(=O)NC2CCN(C)CC2)c1 | i | i
COc1cc(OC)c(OC)cc1CN1CCCC(C(=O)c2ccccc2SC)C1 (stereo unspecified) | i | i
CCOc1ccc(CC(=NCCO)C2=C(O)CC(C)(C)CC2=O)cc1OCC | i | i
COc1ccc(OC)c(NC(=O)CSc2nnnn2-c2ccc3c(c2)OCO3)c1 | i | i
COCC(C)NS(=O)(=O)c1ccc(C(=O)NC(Cc2ccccc2)c2ccccc2)cc1 (stereo unspecified) | i | -7.78*
COc1ccc(/C=C(\NC(=O)c2cccs2)C(=O)Nc2cccc3ccccc23)cc1OC | i | i
Cc1nn(C)cc1CNC(=O)c1cnn2c(C(F)F)cc(C3CC3)nc12 | i | i
CCC1(C)Cc2ccccc2-c2nc(NCCO)n(-c3ccc(C)cc3)c(=O)c21 (stereo unspecified) | i | i
CCC(=O)Nc1ccc(NC(=O)CSc2nnnn2-c2ccc3c(c2)OCCO3)cc1 | i | i
CC(=O)Nc1ccc(S(=O)(=O)Nc2ccc(N3CCOCC3)c(F)c2)cc1 | i | i
CC(C)(C)Nc1nc(NC(C)(C)C)nc(-n2ccnc2)n1 | i | ·
C/C(=N/Nc1ccccc1[N+](=O)[O-])c1ccc(C)c([N+](=O)[O-])c1 | · | i
CCc1ccc(/C=C2\SC(N3CCCC3)=NC2=O)cc1 | i | i
CCOc1ccc(CC(=O)N/N=C/c2cccnc2)cc1 | i | i
CCCCN1CNC(=S)N(CCc2ccc(OCC)c(OCC)c2)C1 | i | i
CCOc1ccc(S(=O)(=O)Nc2cccc(C(=O)N(C)Cc3cccc(OC)c3OC)c2)cc1 | i | i
Cc1ccccc1Oc1ccc(NC(=O)C2CC=CCC2C(=O)O)cc1 (stereo unspecified) | i | i
CC(=O)NN1C(=O)/C(=C\c2ccc(Cl)cc2)SC1=S | i | i
Cc1ccc(Cn2nnnc2CN2CCC(NC(=O)c3ccc(Br)cc3)CC2)cc1 | i | i
Cc1nc([N+](=O)[O-])cn1-c1nc2ccccn2c1[N+](=O)[O-] | i | i
CC(C)(Cc1ccc(O)cc1)NC(=O)CC(=O)N/N=C/c1ccc([N+](=O)[O-])cc1 | i | i
CN(C)c1ccnc(NCc2ccccc2)c1C#N | i | i
CCOC(=O)Cc1cc(=O)c2c(=O)n(-c3ccccc3)[nH]c2[nH]1 | i | i
CC(NC(=O)Cc1ccc(-c2ccccc2)cc1)c1ccccc1 (stereo unspecified) | i | i
Cc1cccc(N(C(=O)CCC(=O)Nc2ccccn2)C(C(=O)NC(C)C)c2ccc(F)cc2)c1 (stereo unspecified) | i | i
COc1ccc(Oc2nc3ccccc3nc2C(F)(F)F)cc1 | i | i
O=C(Nc1ccc(Nc2ccccc2)cc1)c1ccc(Br)o1 | i | i
CCOC(=O)C1CCCN(C(=O)CCCOc2cc(=O)n(C)c3ccccc23)C1 (stereo unspecified) | i | i

With a hit mark in KCNQ2 block, of those listed so far:
SMILES | CHT inh | KCNQ2 block
COCC(C)NS(=O)(=O)c1ccc(C(=O)NC(Cc2ccccc2)c2ccccc2)cc1 (stereo unspecified) | i | -7.78*

Compound activity deposited in PubChem BioAssay by Johns Hopkins Ion Channel Center.
